FBW7 act: FBW7 E3 ligase activators, primary screen, biochemical, AlphaScreen, human | AlphaScreen FBW7–phospho-cyclin E peptide binding, activator screen | AID 1259310, 2017 | normalized activity (activation), % at 26.1 µM | hit rate 0.13% among 650,000 | F-box/WD repeat-containing protein 7 (Homo sapiens), Q969H0; in the data active means normalized activity above about 1.9%;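 further: purified mutant Fbw7 with reduced substrate affinity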
Target sequence (Q969H0 whole entry, looked up): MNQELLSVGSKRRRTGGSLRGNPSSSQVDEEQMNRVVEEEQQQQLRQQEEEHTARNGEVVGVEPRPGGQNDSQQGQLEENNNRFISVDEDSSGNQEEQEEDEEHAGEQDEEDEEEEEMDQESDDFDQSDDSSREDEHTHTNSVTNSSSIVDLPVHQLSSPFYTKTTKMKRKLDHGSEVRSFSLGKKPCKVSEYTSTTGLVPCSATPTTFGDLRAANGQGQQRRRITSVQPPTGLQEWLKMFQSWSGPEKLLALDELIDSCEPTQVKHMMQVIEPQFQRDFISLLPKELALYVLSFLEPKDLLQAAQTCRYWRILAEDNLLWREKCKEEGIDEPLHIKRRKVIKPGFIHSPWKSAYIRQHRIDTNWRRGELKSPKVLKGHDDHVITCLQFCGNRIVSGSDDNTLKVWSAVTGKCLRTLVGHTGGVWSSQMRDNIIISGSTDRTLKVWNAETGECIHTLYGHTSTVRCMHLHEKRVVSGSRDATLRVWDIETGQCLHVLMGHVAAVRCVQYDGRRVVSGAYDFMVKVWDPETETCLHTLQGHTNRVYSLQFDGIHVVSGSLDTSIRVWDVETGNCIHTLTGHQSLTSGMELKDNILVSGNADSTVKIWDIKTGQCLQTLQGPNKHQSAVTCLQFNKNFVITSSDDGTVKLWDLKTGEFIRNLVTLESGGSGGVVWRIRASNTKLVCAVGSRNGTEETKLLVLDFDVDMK
GPR151 activ: activators of human GPR151, primary screen, cell-based, PathHunter beta-arrestin, luminescence; G-protein coupled receptor 151 (Homo sapiens), Q8TDV0; PathHunter beta-arrestin GPR151 cells; activation, % at 11.2 µM; hit rate 1% among 650,000; AID 1508602, 2020; in the data active means activation above about 4.9%;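 further: 0% = median of compound wells and 100% = cells with positive control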
Target sequence (Q8TDV0 whole entry, looked up): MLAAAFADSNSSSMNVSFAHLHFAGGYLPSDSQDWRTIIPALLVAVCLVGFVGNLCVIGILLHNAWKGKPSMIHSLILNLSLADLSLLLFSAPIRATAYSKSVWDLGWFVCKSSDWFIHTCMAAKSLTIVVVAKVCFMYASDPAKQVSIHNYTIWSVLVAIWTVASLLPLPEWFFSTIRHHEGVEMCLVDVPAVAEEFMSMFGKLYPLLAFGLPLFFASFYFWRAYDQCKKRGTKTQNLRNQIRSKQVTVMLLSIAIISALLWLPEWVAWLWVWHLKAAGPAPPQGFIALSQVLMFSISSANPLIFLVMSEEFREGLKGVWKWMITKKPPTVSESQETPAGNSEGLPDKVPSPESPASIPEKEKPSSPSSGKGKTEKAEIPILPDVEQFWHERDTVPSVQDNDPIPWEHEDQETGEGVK
TEAD-YAP block: TEAD-YAP interaction inhibition, primary screen, TEAD-YAP interaction inhibitor project, luminescence, HEK-TIYL cells; TEAD-Gal4/YAP UAS-luciferase luminescence; inhibition, % at 9.12 µM; AID 1259422, 2018; hit rate 1.4% among 640,000; in the data active means inhibition above about 32%;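 further: 0% = median of test compound wells and 100% = reference inhibitor wells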
MITF inh: MITF inhibitors, primary screen, biochemical, AlphaScreen, human. Microphthalmia-associated transcription factor (Homo sapiens), O75030. AlphaScreen MITF homodimerization, bead proximity signal. inhibition, % at 2.6 µM. hit rate 0.91% among 650,000. AID 1259374, 2018; in the data active means inhibition above about 50%;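 further: 0% = vehicle wells with protein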
An asterisk follows results filed as active.

What do the screens show for `COCC(C)NC(=O)c1ccc(Br)cc1` (stereo unspecified)?
FBW7 act: 0.1; GPR151 activ: -0.5; TEAD-YAP block: -5; MITF inh: -5

Results for CCCCNC(=O)CC1Oc2ccccc2NC1=O (stereo unspecified) ?
FBW7 act: -0.1; GPR151 activ: 0.9; TEAD-YAP block: 6; MITF inh: 8

What do the screens show for `O=C(Nc1ccc(Cl)c(-c2nc3ccccc3o2)c1)c1ccco1`?
FBW7 act: -0.1; GPR151 activ: -0.4; TEAD-YAP block: 2; MITF inh: -4

How did Cc1csc(=NC(=O)c2ccccc2)n1Cc1ccccc1 do in these assays?
FBW7 act: 0.0; GPR151 activ: 0.7; TEAD-YAP block: 4; MITF inh: 0

Results for CCOc1ccc(Nc2nc3c(C)cccn3c(=O)c2C=O)cc1 ?
FBW7 act: 0.0; GPR151 activ: 1.8; TEAD-YAP block: -1; MITF inh: 1

Results for COc1ccc(C2C(C#N)=C(N)Oc3n[nH]c(C)c32)c(OCc2ccccc2Cl)c1 (stereo unspecified) ?
FBW7 act: 0.0; GPR151 activ: -2.0; TEAD-YAP block: 3; MITF inh: -3

What do the screens show for `Cc1ccc(S(=O)(=O)C2CCN(Cc3cccnc3)CC2)cc1`?
FBW7 act: 0.2; GPR151 activ: 1.1; TEAD-YAP block: 6; MITF inh: 7

What do the screens show for `COc1ccccc1C1=N/C(=C/c2ccc(C(=O)O)cc2)C(=O)O1`?
FBW7 act: 0.0; GPR151 activ: -0.8; TEAD-YAP block: 8; MITF inh: -9

What do the screens show for `CCC(=O)Nc1sc(C(=O)Nc2cccc([N+](=O)[O-])c2)c(C)c1C(=O)OC`?
FBW7 act: 0.1; GPR151 activ: 0.1; TEAD-YAP block: -78; MITF inh: -4

What do the screens show for `COc1ccccc1-n1nnc(C(=O)Nc2ccc(Br)cc2)c1C`?
FBW7 act: 0.4; GPR151 activ: 3.1; TEAD-YAP block: -28; MITF inh: 11

How did N/C(=N\OC(=O)c1cc(Br)ccc1Cl)c1ccc([N+](=O)[O-])cc1 do in these assays?
FBW7 act: 0.2; GPR151 activ: 1.0; TEAD-YAP block: -2; MITF inh: 7

What do the screens show for `O=[N+]([O-])c1cccc(/C=N/Nc2cc(N3CCCC3)nc(N3CCCC3)n2)c1`?
FBW7 act: 0.2; GPR151 activ: 0.9; TEAD-YAP block: 4; MITF inh: 9

Results for Cc1ccc(OC(=O)c2cccc([N+](=O)[O-])c2)c(-n2nc3ccccc3n2)c1 ?
FBW7 act: -0.1; GPR151 activ: 0.4; TEAD-YAP block: -9; MITF inh: 7

Results for CC(C)(C)C1CCC(=NNC(=O)C(=O)NCc2cccnc2)CC1 (stereo unspecified) ?
FBW7 act: 0.1; GPR151 activ: -0.8; TEAD-YAP block: -9; MITF inh: 10

How did O=C(CCN1C(=O)C2C3C=CC(C3)C2C1=O)NCc1ccc(Cl)cc1 (stereo unspecified) do in these assays?
FBW7 act: 0.4; GPR151 activ: -2.0; TEAD-YAP block: -11; MITF inh: 18

Results for COc1cccc2cc(/C(N)=N/NC(=O)c3cccc(F)c3)c(=O)oc12 ?
FBW7 act: 0.0; GPR151 activ: -0.3; TEAD-YAP block: -39; MITF inh: -7

Results for COc1ccc(OC)c(NC(=O)c2sc3ncnc(N4CCCCC4)c3c2C)c1 ?
FBW7 act: 0.0; GPR151 activ: 0.4; TEAD-YAP block: 8; MITF inh: 0

How did CSc1nc(=S)n(Cc2ccccc2)c(C)c1C(C)=O do in these assays?
FBW7 act: 0.0; GPR151 activ: 0.9; TEAD-YAP block: 4; MITF inh: -3

How did CCC(=O)Nc1cccc(-n2nnnc2SCC(=O)NNC(=O)c2ccco2)c1 do in these assays?
FBW7 act: -0.1; GPR151 activ: -0.3; TEAD-YAP block: 2; MITF inh: 12

Results for CC(NC(=O)C(C)(C)C)c1nc(-c2cccnc2)n[nH]1 (stereo unspecified) ?
FBW7 act: 0.3; GPR151 activ: -0.1; TEAD-YAP block: 13; MITF inh: 5

Sorted by molecular weight (low to high): part of the list above.
What do the screens show for `COCC(C)NC(=O)c1ccc(Br)cc1` (stereo unspecified)?
FBW7 act: 0.1; GPR151 activ: -0.5; TEAD-YAP block: -5; MITF inh: -5

Results for CCOc1ccc(Nc2nc3c(C)cccn3c(=O)c2C=O)cc1 ?
FBW7 act: 0.0; GPR151 activ: 1.8; TEAD-YAP block: -1; MITF inh: 1

Results for COc1cccc2cc(/C(N)=N/NC(=O)c3cccc(F)c3)c(=O)oc12 ?
FBW7 act: 0.0; GPR151 activ: -0.3; TEAD-YAP block: -39; MITF inh: -7

Results for Cc1ccc(OC(=O)c2cccc([N+](=O)[O-])c2)c(-n2nc3ccccc3n2)c1 ?
FBW7 act: -0.1; GPR151 activ: 0.4; TEAD-YAP block: -9; MITF inh: 7

(next part)
What do the screens show for `CCN(CC)S(=O)(=O)c1cccc(NC(=O)c2nc3nccc(C)n3n2)c1`?
FBW7 act: 0.1; GPR151 activ: -3.5; TEAD-YAP block: -17; MITF inh: -4

What do the screens show for `C=CCNC1CCN(c2ccc(CC(=O)N3CCC[C@H]3C(=O)OC)cc2)CC1`?
FBW7 act: 0.8; GPR151 activ: 0.4; TEAD-YAP block: 2; MITF inh: 2

What do the screens show for `CC(=O)c1ccc(Sc2ccccn2)c([N+](=O)[O-])c1`?
FBW7 act: -0.1; GPR151 activ: 0.5; TEAD-YAP block: 4; MITF inh: 4

Results for NC(=O)C1CCN(C(=O)Cn2ncc3c4ccccc4n(Cc4ccccc4)c3c2=O)CC1 ?
FBW7 act: 0.2; GPR151 activ: 0.4; TEAD-YAP block: -1; MITF inh: 8

Results for Cc1cc(=O)n2nc(N3CCC(C(=O)NCCc4ccc(Cl)cc4)CC3)sc2n1 ?
FBW7 act: 0.2; GPR151 activ: -0.6; TEAD-YAP block: 4; MITF inh: 13

Results for Cc1cc(C(=O)NCc2cccs2)on1 ?
FBW7 act: 0.1; GPR151 activ: -0.5; TEAD-YAP block: -4; MITF inh: 0

Results for CCn1cc(C(=O)N[C@@H](C)Cn2nnc3ccccc32)c(=O)c2ccc(C)nc21 ?
FBW7 act: -0.1; GPR151 activ: -0.4; TEAD-YAP block: 6; MITF inh: 8

Results for O=C(Nc1ccccn1)c1cccc(S(=O)(=O)Nc2ccccn2)c1 ?
FBW7 act: 0.1; GPR151 activ: -2.1; TEAD-YAP block: 6; MITF inh: 14

Results for CN1CCN(CC(O)COc2ccc3oc4ccccc4c3c2)CC1 (stereo unspecified) ?
FBW7 act: 0.2; GPR151 activ: -0.2; TEAD-YAP block: -42; MITF inh: 2

Results for COc1cc(C=O)ccc1OCCCOc1ccc([N+](=O)[O-])cc1 ?
FBW7 act: 0.0; GPR151 activ: 0.4; TEAD-YAP block: 0; MITF inh: -9

Results for O=C(NC1CCCCC1)c1cc2nc(-c3ccc4c(c3)OCO4)cc(C(F)(F)F)n2n1 ?
FBW7 act: 0.0; GPR151 activ: -0.1; TEAD-YAP block: -2; MITF inh: 6

How did O=C(CN1CCCCCC1)Nc1cccc(Br)c1 do in these assays?
FBW7 act: 0.3; GPR151 activ: 0.6; TEAD-YAP block: -12; MITF inh: 7

What do the screens show for `O=C(CCNS(=O)(=O)c1c(Cl)cccc1Cl)OCC(=O)c1ccccc1F`?
FBW7 act: 0.0; GPR151 activ: 1.3; TEAD-YAP block: -2; MITF inh: 8

Results for COC(=O)NC1(C(F)(F)F)C(=O)Nc2c1c(=O)n(C)c(=O)n2C (stereo unspecified) ?
FBW7 act: -0.2; GPR151 activ: 3.7; TEAD-YAP block: 5; MITF inh: -6

How did C#CCNC(=O)c1c(CC)nc2sccn2c1=O do in these assays?
FBW7 act: 0.1; GPR151 activ: -1.2; TEAD-YAP block: -2; MITF inh: 12

How did CCOC(=O)N1CCN(C(=O)C2CC(Cc3ccccc3Cl)=NO2)CC1 (stereo unspecified) do in these assays?
FBW7 act: 0.2; GPR151 activ: 0.5; TEAD-YAP block: -55; MITF inh: 4

How did c1ccc2c(N3CCN(c4ncnc5ccccc45)CC3)ncnc2c1 do in these assays?
FBW7 act: -0.2; GPR151 activ: 0.5; TEAD-YAP block: -4; MITF inh: 13

What do the screens show for `CNc1ccc(S(=O)(=O)NCC(=O)O)cc1[N+](=O)[O-]`?
FBW7 act: -0.1; GPR151 activ: -3.1; TEAD-YAP block: -10; MITF inh: -4

How did O=C(Nc1ccc(Cl)c(Cl)c1)c1ccccc1 do in these assays?
FBW7 act: -0.1; GPR151 activ: 0.3; TEAD-YAP block: -48; MITF inh: 5

How did COc1cc(Nc2nc(N3CCOCC3)nc3c2ncn3C2CCCCC2)cc(OC)c1OC do in these assays?
FBW7 act: -0.2; GPR151 activ: -1.6; TEAD-YAP block: 9; MITF inh: 23

In the list so far, 2 contain a tert-butyl group:
Results for CC(C)(C)C1CCC(=NNC(=O)C(=O)NCc2cccnc2)CC1 (stereo unspecified) ?
FBW7 act: 0.1; GPR151 activ: -0.8; TEAD-YAP block: -9; MITF inh: 10

Results for CC(NC(=O)C(C)(C)C)c1nc(-c2cccnc2)n[nH]1 (stereo unspecified) ?
FBW7 act: 0.3; GPR151 activ: -0.1; TEAD-YAP block: 13; MITF inh: 5

Remaining list, next part:
What do the screens show for `O=C(CN1C(=O)C2CC=CCC2C1=O)NNC(=O)C1COc2ccccc2O1` (stereo unspecified)?
FBW7 act: 0.1; GPR151 activ: -1.6; TEAD-YAP block: 0; MITF inh: 0

How did O=C(Nc1cccc(F)c1)c1sc2ccccc2c1Cl do in these assays?
FBW7 act: 0.0; GPR151 activ: -0.8; TEAD-YAP block: -89; MITF inh: -7

How did COC(=O)c1c(S(=O)(=O)NC2CC2)sc2c1CCN(Cc1ccc(F)cc1F)C2 do in these assays?
FBW7 act: 0.0; GPR151 activ: -0.9; TEAD-YAP block: -4; MITF inh: 9

How did CCOC(=O)C1=C(C)N=c2s/c(=C/c3ccccn3)c(=O)n2C1c1ccccc1OC(C)C (stereo unspecified) do in these assays?
FBW7 act: -0.1; GPR151 activ: -0.4; TEAD-YAP block: -1; MITF inh: 0

How did CN1C(=O)CC(C(=O)NCCc2ccccc2)SC1=Nc1ccc(F)cc1 (stereo unspecified) do in these assays?
FBW7 act: -0.1; GPR151 activ: 0.7; TEAD-YAP block: 14; MITF inh: 0

What do the screens show for `COc1ccc(-c2cc(C(=O)Nc3cc(OC)c(Cl)cc3OC)no2)cc1`?
FBW7 act: 0.4; GPR151 activ: 0.0; TEAD-YAP block: 2; MITF inh: 16

Results for O=C(CCCCCn1c(=S)[nH]c2ccsc2c1=O)N1CCc2ccccc2C1 ?
FBW7 act: -0.3; GPR151 activ: 0.0; TEAD-YAP block: -1; MITF inh: 10

Results for CC(=O)N(CN1C(=O)c2ccc(Br)cc2C1=O)c1ccc(Br)cc1 ?
FBW7 act: -0.1; GPR151 activ: -0.4; TEAD-YAP block: 6; MITF inh: -3

How did CC1CCCCN1C(=O)Cn1nc2n(C)c3ccccc3n2c1=O (stereo unspecified) do in these assays?
FBW7 act: -0.1; GPR151 activ: 2.4; TEAD-YAP block: 13; MITF inh: -10

How did NC(=O)c1ccsc1NC(=O)c1c(F)cccc1F do in these assays?
FBW7 act: 0.1; GPR151 activ: -0.7; TEAD-YAP block: -4; MITF inh: -4

What do the screens show for `CC1CC(C)CN(C(=O)c2ccc(N3CC4CC(C3)c3cccc(=O)n3C4)c(NC(=O)c3ccc(F)cc3)c2)C1` (stereo unspecified)?
FBW7 act: 0.0; GPR151 activ: 6.3*; TEAD-YAP block: -6; MITF inh: -8

How did Cc1ccccc1-c1nnc(SCC#N)n1C do in these assays?
FBW7 act: -0.1; GPR151 activ: -0.1; TEAD-YAP block: 3; MITF inh: 2

How did CCCCCc1ccc(-c2ccc(C(=O)Oc3c(C(C)=O)ccc4ccccc34)cc2)nc1 do in these assays?
FBW7 act: 0.0; GPR151 activ: 0.1; TEAD-YAP block: 14; MITF inh: 1

What do the screens show for `CCn1c(SCCCC(=O)N2CCOCC2)nc2scc(-c3cccs3)c2c1=O`?
FBW7 act: 0.1; GPR151 activ: -1.3; TEAD-YAP block: -3; MITF inh: 7

How did CCOC(=O)C1CCN(C(c2nnnn2CCc2ccccc2)C(C)C)CC1 (stereo unspecified) do in these assays?
FBW7 act: -0.2; GPR151 activ: -0.1; TEAD-YAP block: -3; MITF inh: -2

What do the screens show for `O=C(NC1CCCCCC1)C1CCN(c2nnnn2-c2ccccc2)CC1`?
FBW7 act: 0.4; GPR151 activ: -0.2; TEAD-YAP block: 11; MITF inh: 8

Results for O=C(Nc1cc(=O)[nH]c(=O)[nH]1)c1ccccc1F ?
FBW7 act: -0.1; GPR151 activ: -0.3; TEAD-YAP block: 9; MITF inh: 9

Results for CC1=C(C(=O)Nc2ccccc2)C(c2cccnc2)n2nnnc2N1 (stereo unspecified) ?
FBW7 act: 0.0; GPR151 activ: 0.7; TEAD-YAP block: 18; MITF inh: 8

Results for Cc1nn(-c2ccccc2)c2sc(C(=O)Nc3ccc(Cl)cc3Cl)cc12 ?
FBW7 act: -0.1; GPR151 activ: 0.4; TEAD-YAP block: 1; MITF inh: 1

What do the screens show for `O=C(O)c1ccccc1N1C(=O)c2cccc3c(Br)c([N+](=O)[O-])cc(c23)C1=O`?
FBW7 act: -0.3; GPR151 activ: -5.2; TEAD-YAP block: 7; MITF inh: 3

How did CCOc1ccc(-n2sc3c(c2=S)-c2ccccc2N(CC)C3(C)C)cc1 do in these assays?
FBW7 act: 0.1; GPR151 activ: 0.1; TEAD-YAP block: -11; MITF inh: -6
